Screening data (PubChem)
GIRK2 act: Activates human GIRK2-containing potassium channels | P48051 | HEK293 GIRK2/NPY4 cells, thallium flux fluorescence | activation (% efficacy), % for hits at 37.5 µM | 34,000 tested, under 10 active;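 active = primary screen hit, no activity in plain HEK293 cells, and in GIRK2-only cells above 5% efficacy rising with concentration; inactive = the rest, including fluorescent compounds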;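 note: efficacy is normalized control-subtracted fluorescence 15 s after thallium addition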
Target sequence (P48051 whole entry, looked up): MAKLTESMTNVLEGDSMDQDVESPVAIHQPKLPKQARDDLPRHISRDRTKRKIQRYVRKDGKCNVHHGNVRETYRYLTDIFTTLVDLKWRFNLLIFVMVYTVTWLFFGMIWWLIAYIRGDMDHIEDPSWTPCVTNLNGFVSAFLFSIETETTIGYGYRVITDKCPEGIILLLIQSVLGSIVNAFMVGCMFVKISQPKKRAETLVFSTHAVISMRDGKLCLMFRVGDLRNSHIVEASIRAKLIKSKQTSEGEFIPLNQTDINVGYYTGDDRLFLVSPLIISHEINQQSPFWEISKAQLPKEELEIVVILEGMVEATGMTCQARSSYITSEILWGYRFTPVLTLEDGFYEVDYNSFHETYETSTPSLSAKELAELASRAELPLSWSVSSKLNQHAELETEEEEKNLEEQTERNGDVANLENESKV
Calls only; i = inactive. An excerpt; the hit share may differ from the screen's.

SMILES,GIRK2 act
O=C(NCCn1ncc2c(N3CCN(c4ccccc4)CC3)ncnc21)c1ccc2ccccc2c1,i
COc1ccc(C2c3cccn3CCN2S(=O)(=O)c2cc(F)ccc2F)cc1OC (stereo not drawn),i
O=C(NCCOc1ccc(F)cc1)c1nc(-c2cnccn2)no1,i
COCCN1CCC(CNC(=O)C(=O)Nc2cc(Cl)ccc2OC)CC1,i
CS(=O)(=O)c1cccc(S(=O)(=O)Nc2nc3ccccc3s2)c1,i
COc1ccc(Cc2nnc(SCC(=O)Nc3cc(OC)ccc3OC)n2N)cc1,i
O=S(=O)(NCCOc1ccc2nnc(-c3ccccc3)n2n1)c1cccc(Cl)c1,i
COc1ccccc1NC(=O)C1(c2cc(-c3cccs3)on2)CC1,i
O=C(O)c1cc(-c2ccc(Br)cc2)n[nH]1,i
COc1ccc(Cl)cc1C(=O)NCC(c1cn(C)c2ccccc12)N(C)C (stereo not drawn),i
O=C(CCCS(=O)(=O)c1ccccc1)N(Cc1ccccn1)c1nc2ccc([N+](=O)[O-])cc2s1,i
Cc1ccc(Cl)cc1S(=O)(=O)Nc1ccc(-n2nnn(CC(N)=O)c2=O)cc1,i
COc1cccc(NC(=O)Cn2cnc3c(-c4ccccc4)csc3c2=O)c1,i
COc1ccccc1CNC(=O)CCCn1nc(-c2ccc(F)cc2)ccc1=O,i
Cc1cc(C)n(CC(=O)N2CCN(c3ncccn3)CC2)n1,i
COCC(C)(O)CNC(=O)c1ccccc1SC (stereo not drawn),i
CC(=O)N1CCN(c2oc(-c3cccc(C)c3)nc2S(=O)(=O)c2ccc(C)cc2)CC1,i
Cc1ccc(NC(=O)c2ccc(=O)n(CC(=O)Nc3ccccc3C(F)(F)F)n2)cc1,i
COCCNc1oc(-c2ccc(Cl)cc2)nc1S(=O)(=O)c1ccccc1,i
O=C(Cn1c(C2CC2)nc2c(cnn2-c2ccccc2)c1=O)Nc1ccc2c(c1)OCO2,i

Next section; the last 5 above are carried over.
SMILES,GIRK2 act
COCC(C)(O)CNC(=O)c1ccccc1SC (stereo not drawn),i
CC(=O)N1CCN(c2oc(-c3cccc(C)c3)nc2S(=O)(=O)c2ccc(C)cc2)CC1,i
Cc1ccc(NC(=O)c2ccc(=O)n(CC(=O)Nc3ccccc3C(F)(F)F)n2)cc1,i
COCCNc1oc(-c2ccc(Cl)cc2)nc1S(=O)(=O)c1ccccc1,i
O=C(Cn1c(C2CC2)nc2c(cnn2-c2ccccc2)c1=O)Nc1ccc2c(c1)OCO2,i
CC1(C)C2CCC1(C)C(OCC(O)CNC1CCCCC1)C2 (stereo not drawn),i
CS(=O)(=O)N1CCN(C(=O)Cc2csc(Nc3ccc(F)cc3)n2)CC1,i
Cc1cc2nc(N(CCN3CCOCC3)C(=O)c3ccco3)sc2cc1C,i
CC(C)C(=O)Nc1ccc(S(=O)(=O)NCC(c2cccs2)N(C)C)cc1 (stereo not drawn),i
CSc1ccccc1CN1CCC(CNC(=O)C(=O)NCc2ccccc2Cl)CC1,i
COc1ccc(-c2noc(-c3c(C)cc(C)n(CC(=O)Nc4ccc(OC)c(Cl)c4)c3=O)n2)cc1,i
CC1CCc2cc(F)ccc2N1C(=O)c1csc(-c2cnccn2)n1 (stereo not drawn),i
O=C(NCC1(O)CCOCC1)C1CCCCC1,i
CC(C)c1nnc(C2CCN(C(=O)c3ccc4nsnc4c3)CC2)o1,i
O=C(NCCN1CCC(c2cccs2)CC1)C(=O)NCc1cccs1,i
CCC(=O)Nc1ccc(S(=O)(=O)NCC(c2cccn2C)N2CCOCC2)c(C)c1 (stereo not drawn),i
CCC(C)NC(=O)CCc1csc(NC(=O)c2ccc[nH]c2=O)n1 (stereo not drawn),i
COc1ccc(Cl)cc1NC(=O)NCCn1nc(-c2cccs2)ccc1=O,i
CCNC(=O)CSc1nc(-c2ccccc2)c(NC(=O)C(C)(C)Oc2ccc(Cl)cc2)s1,i
Cn1c(=O)c(C(=O)NCCc2ccccc2)cc2cccnc21,i
CCOc1ccccc1-c1noc(-c2cc(-c3ccccc3)n[nH]2)n1,i
CCOc1ccc(C(=O)NCCOc2ccc(-c3ccc(F)cc3)nn2)cc1,i
CC1CS(=O)(=O)N(c2cccc(C(=O)N3CCN(c4ccccc4F)CC3)c2)C1=O (stereo not drawn),i
O=C(NC1(c2nc(-c3cccnc3)no2)CCCCC1)c1ccc[nH]c1=O,i
O=C(NCCCn1ncccc1=O)C1CN(c2nc3ccccc3s2)C1,i
CN1CC(NC(=O)CSC2CCCC2)CC1=O (stereo not drawn),i
CN(C)S(=O)(=O)c1ccc(C(=O)Nn2cnc3c(cnn3-c3ccccc3)c2=O)cc1,i
O=C(Nc1nnc(Cc2ccc(Cl)s2)o1)c1cccc(N2C(=O)CCC2=O)c1,i
O=C(NCCN1CCOCC1)C(=O)Nc1cccc(N2CCCC2=O)c1,i
CN(C)CC(O)COC1CC2CCC1(C)C2(C)C (stereo not drawn),i
O=C(Nc1ccc(CC(=O)N2CCOCC2)cc1)c1cccs1,i
CCOCCn1c(=O)c2c(nc3n(-c4ccccc4OCC)c(C)c(C)n23)n(C)c1=O,i
CCN(CC)c1ccc(N2CCN(S(=O)(=O)c3ccc([N+](=O)[O-])cc3)CC2)nn1,i
COc1ccc(CNC(=O)Nc2cc(N3CCCS3(=O)=O)ccc2C)cc1OC,i
O=c1ccc(-c2ccccc2)nn1CCCNS(=O)(=O)c1cc(F)ccc1F,i
CC(C)c1ccc(NC(=O)Cc2csc(NC(=O)c3ccc[nH]c3=O)n2)cc1,i
COc1cccc(NC(=O)Cn2cnc3c(sc4cccc(F)c43)c2=O)c1,i
COc1ccc(-n2nc3c(c2NC(=O)C(=O)N2CCC(O)CC2)CSC3)cc1,i
COc1ccc(NC(=O)NCCn2nc(-c3cccnc3)ccc2=O)cc1OC,i
CN(C)S(=O)(=O)c1ccc(C(=O)Nc2ccc(CC(=O)NC3CC3)cc2)cc1,i
Cc1csc(NC(=O)CCCn2nc(-c3cccs3)ccc2=O)n1,i
CCOc1ccccc1NC(=O)c1sc(=S)n(-c2cc(Cl)ccc2OC)c1N,i
Cc1cccc(CN(c2cccc(F)c2)S(=O)(=O)c2ccc3nncn3c2)c1,i
COC(=O)CSc1ncnc2c1nnn2C,i
CCOc1ccc(NC(=O)N2CCN(c3ccc4nnc(C)n4n3)CC2)cc1,i

Filtered by structure: those above containing a nitro group on carbon.
SMILES,GIRK2 act
O=C(CCCS(=O)(=O)c1ccccc1)N(Cc1ccccn1)c1nc2ccc([N+](=O)[O-])cc2s1,i
CCN(CC)c1ccc(N2CCN(S(=O)(=O)c3ccc([N+](=O)[O-])cc3)CC2)nn1,i

Next section.
SMILES,GIRK2 act
CCOc1ccccc1NC(=O)CN1CC(c2nc(-c3cccc(C(=O)NC)c3)no2)C1,i
O=C1CCCCN1c1cccc(NC(=O)C2(c3ccc(F)cc3)CC2)c1,i
Cn1nc(NC(=O)COc2ccccc2)c2c1NC(=O)CC2c1cccs1 (stereo not drawn),i
CCCNC(=O)CCCCn1c(=O)c2ccccc2n(CC(=O)Nc2cccc(SC)c2)c1=O,i
COc1ccc(-n2c(C)nc3ccc(NS(=O)(=O)c4ccc([N+](=O)[O-])cc4)cc3c2=O)cc1,i
Cc1cc(C)cc(C(=O)N2CCN(c3nccn3-c3cccc(Cl)c3)CC2)c1,i
CSc1ccc(-c2noc(Cn3ccn4nc(-c5cccs5)cc4c3=O)n2)cc1,i
CCOC(=O)c1csc(NC(=O)c2cc(C)no2)n1,i
COc1cn(CC(=O)NC2CCCC2)c(CSc2nnnn2C)cc1=O,i
Cc1ccc(NC(=O)Cn2c(C)cc(C)c(S(=O)(=O)c3ccccc3)c2=O)cc1Cl,i
CCOc1ccc(OCC(=O)NCCS(=O)(=O)N2CCN(c3ncccn3)CC2)cc1,i
Cc1cccc(C)c1OCC(O)Cn1c(C2CC(=O)N(C(C)(C)C)C2)nc2ccccc21 (stereo not drawn),i
Cc1cc(C)c(C(=O)NCC(O)Cc2ccccc2)c(C)c1 (stereo not drawn),i
O=C(CN1CCN(c2nccn2-c2cccc(Cl)c2)CC1)N1CCCC1,i
Cc1cc(-c2nnc(NC(=O)c3ccc(Cl)cc3Cl)o2)nn1C,i
O=C(CSc1ncc(-c2ccc(F)cc2)o1)NCc1ccccc1,i
CC1=CC(C)(C)N(C(C)C)C(=O)N1c1ccc(C)cc1,i
COc1ccc(Cl)cc1C(=O)Nc1cccc(N2CCCC2=O)c1,i
CC(O)(CNC(=O)Nc1ccc(Cl)c(Cl)c1)c1ccc2c(c1)OCO2 (stereo not drawn),i
O=C(COc1ccc(Cl)cc1Cl)NCC1CCN(Cc2cccs2)CC1,i

Some of the entries so far, as labelled records.
structure: Cn1nc(NC(=O)COc2ccccc2)c2c1NC(=O)CC2c1cccs1 (stereo not drawn)
  GIRK2 act: i

structure: Cc1ccc(NC(=O)Cn2c(C)cc(C)c(S(=O)(=O)c3ccccc3)c2=O)cc1Cl
  GIRK2 act: i

structure: Cc1cc(C)c(C(=O)NCC(O)Cc2ccccc2)c(C)c1 (stereo not drawn)
  GIRK2 act: i

structure: O=C(CSc1ncc(-c2ccc(F)cc2)o1)NCc1ccccc1
  GIRK2 act: i

Following part:
SMILES	GIRK2 act
COc1ccc(C(=O)Nc2ccc3c(c2)CCC(=O)N3Cc2ccccc2)cc1OC	i
COC(=O)c1ccc(NC(=O)c2nn(-c3ccc(F)cc3)cc2OC)cc1	i
COC(=O)C(=O)NC1C=CS(=O)(=O)C1 (stereo not drawn)	i
COc1ccc(OC)c(CNC(=O)c2ccc3c(=O)n4c(nc3c2)SCCC4)c1	i
Cc1cc(C)c(NC(=O)Cn2ncn3nc4c(c3c2=O)CCCC4)c(C)c1	i
Cc1cc(NC(=O)C(=O)NCc2ccccn2)ccc1N1CCCC1=O	i
COc1ccccc1NC(=O)CN1C(=O)c2ccccc2S1(=O)=O	i
CC(=O)Nc1ccc(S(=O)(=O)Nc2ccc3c(c2)N(C(C)=O)CC3)c(C)c1	i
Cc1csc(C(=O)N2CCOC(c3ccc(C(F)(F)F)cc3)C2)c1 (stereo not drawn)	i
N#Cc1cnc(-c2ccc(F)cc2)n(CC(=O)Nc2ccc3c(c2)OCCO3)c1=O	i
CCOc1ccccc1NC(=O)CSc1nccn2nc(-c3ccc(C)cc3)cc12	i
Cc1ccc(Nc2ccc(N3CCN(C(=O)C4CCC(=O)N4)CC3)nn2)cc1 (stereo not drawn)	i
O=C(NCC(O)c1ccc(C(F)(F)F)cc1)C1(c2ccccc2)CCOCC1 (stereo not drawn)	i
CCCc1cc(=O)n(CC(=O)Nc2ccc(C)c(C)c2)cn1	i
O=C(Nc1ccc(OC(F)(F)F)cc1)c1csc(NS(=O)(=O)c2cccs2)n1	i
Cc1ccc(Cn2c(NCC(C)C)nc3c2c(=O)[nH]c(=O)n3C)cc1	i
CCOc1ccc(NC(=O)c2ccc(S(=O)(=O)c3ccc(Br)cc3)nc2)cc1	i
COc1ccc(NC(=O)C2CN(c3nc4c(C(F)(F)F)cccc4s3)C2)cc1OC	i
COc1ccc(CNC(=O)Cc2c(C)[nH]c(=O)[nH]c2=O)cc1	i
CC(=O)Nc1ccc(C(=O)NCCNC(=O)c2ccco2)cc1	i
CC(C)NC(=O)N1CC(c2nc(-c3ccsc3)no2)C1	i
COCCNC(=O)Cc1csc(Nc2ccccc2)n1	i
COc1cccc2c1OC(c1ccncc1)N1N=C(c3ccc4c(c3)OCO4)CC21 (stereo not drawn)	i
O=S(=O)(c1ccccc1)c1nc(-c2cccs2)oc1NCc1cccnc1	i
O=C(NCC1CCN(C(=O)Nc2ccc(F)cc2)CC1)c1cc2ccccc2oc1=O	i
CCCOc1ccc(N2CCN(C(=O)c3ccccc3SCC)CC2)nn1	i
Cc1nnc(-c2ccc(NC(=O)COc3ccc(Cl)cc3Cl)cc2)o1	i
COc1ccccc1-c1c(C)oc2c3c(ccc2c1=O)OCN(C(C)C)C3	i
COc1ccc(NC(=O)C(=O)NCC(c2cccc3ccccc23)N(C)C)c(OC)c1 (stereo not drawn)	i
O=C(Cc1cccc2ccccc12)N1CCN(c2ccc3nncn3n2)CC1	i
COC(=O)c1ccc(C(=O)NCC(O)c2cccc3ccccc23)cc1 (stereo not drawn)	i
CCc1ccc(NC(=O)CSC2=NC(C)(C)Nc3ccccc32)cc1	i
COc1cc(OC)cc(C(=O)Nc2cccc(N3CCCCC3=O)c2)c1	i
O=C(NCc1nc2ccccc2n1CC(=O)N1CCCCC1)c1ccco1	i
Cc1nc(NC(=O)c2csc(Nc3cccc(Cl)c3)n2)sc1C(=O)N(C)C	i
COc1ccc(C2C(C(=O)c3cc4ccccc4o3)=C(O)C(=O)N2CCCN(C)C)cc1 (stereo not drawn)	i
CC(C)(C)C(=O)NCCC(O)c1ccccc1 (stereo not drawn)	i
Cc1cnc2c(c1SCC(=O)N1CCCCC1)c(=O)n(C)c(=O)n2C	i
O=S(=O)(CCc1ccccc1)N1CCOC(c2ccccc2)C1 (stereo not drawn)	i
O=C(CCc1csc(NC(=O)c2ccc(F)cc2)n1)NCc1c(F)cccc1F	i
CS(=O)(=O)Nc1cccc(NC(=O)C2CC(=O)c3ccccc32)c1 (stereo not drawn)	i
COC(=O)c1sccc1S(=O)(=O)N1CCN(c2ccc(C(C)=O)cc2)CC1	i
COc1ccc(CCNC(=O)Cn2nc(-c3cc(OC)ccc3OC)ccc2=O)cc1	i
Cc1ccc(Nc2nc3c(c(=O)[nH]c(=O)n3C)n2CC(=O)O)cc1Cl	i
O=C1CCc2cc(NC(=O)Nc3ccc(Cl)c(Cl)c3)ccc2N1	i
O=C(Cn1c(=O)oc2ccccc21)Nc1ccc2cn[nH]c2c1	i
Cn1nc(-c2cccc(NC(=O)c3cccs3)c2)ccc1=O	i
Cc1ccc(N2C(=O)N(CC(=O)N3CCC(C)CC3)c3ccccc3S2(=O)=O)cc1	i
O=c1c2cc(-c3cccs3)nn2ccn1Cc1nc(-c2cccc(C(F)(F)F)c2)no1	i
CCOc1ccc(-c2ccc(N3CCN(C(=O)c4ccc(Br)o4)CC3)nn2)cc1	i
